GLP1R inv ag = qHTS of GLP-1 Receptor Inverse Agonists (Inhibition Mode); Potency, µM (highest dose often 38.3 µM), without a hit: at the top dose activity change, negative = inhibition, hits mostly inhibitors; HEK293 GLP-1R CRE-luciferase, luminescence, 24 h; GLP-1R form is constitutively active; AID 624417, 2012; 1.6% of 410,000 active; further: potency means the concentration at half of the fitted maximal effect; on the % scale 0 is the no-effect control and ±100 the full control effect; nearly all actives have a fitted effect of over 55% in size
Target sequence (P43220 whole entry, looked up): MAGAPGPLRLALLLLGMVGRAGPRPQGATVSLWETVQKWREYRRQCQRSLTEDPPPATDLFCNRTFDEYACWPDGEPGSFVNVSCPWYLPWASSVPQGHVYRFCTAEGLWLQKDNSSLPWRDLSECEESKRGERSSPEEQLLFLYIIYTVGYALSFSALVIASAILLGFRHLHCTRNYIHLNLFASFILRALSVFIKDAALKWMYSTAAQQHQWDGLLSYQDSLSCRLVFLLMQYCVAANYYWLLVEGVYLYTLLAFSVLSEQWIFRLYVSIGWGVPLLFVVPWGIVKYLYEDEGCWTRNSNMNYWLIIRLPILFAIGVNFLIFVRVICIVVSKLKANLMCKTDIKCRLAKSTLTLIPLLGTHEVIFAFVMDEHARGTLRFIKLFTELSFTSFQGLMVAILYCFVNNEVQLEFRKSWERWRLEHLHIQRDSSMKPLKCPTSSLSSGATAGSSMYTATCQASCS
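GLP-1R inverse agonism mode: basal reporter luminescence in engineered HEK293 cells measured after one day of compound exposure at 37 deg C, with a 12 min room-temperature detection step.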
DRD3 antagonist = qHTS of D3 Dopamine Receptor Antagonist: qHTS; D(3) dopamine receptor (Homo sapiens), P35462; D3R cells, DiscoveRx beta-arrestin luminescence, antagonist mode; active compounds read low; max response, negative = inhibition, %; 2.5% of 360,000 active; AID 652054, 2013; in the data active means max response below about -50%; inconclusive means no clear call, values can overlap the other calls; further: on the % scale 0 is the no-effect control and ±100 the full control effect; mostly tested at two doses, the higher about 12 µM
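Cells expressing the human receptor were seeded at 1500 cells/well, incubated overnight at 37 degrees C in 5% CO2, then exposed to library compounds with dopamine controls for 90 minutes at 37 degrees C before luminescent detection.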
GLP1R ag = qHTS of GLP-1 Receptor Agonists | Potency, µM (titrated, usually from 45.6 µM), inactives show top-dose activation, hits mostly activators | Glucagon-like peptide 1 receptor (Homo sapiens), P43220 | AID 624172, 2012 | HEK293 GLP-1R CRE-luciferase, luminescence, 4-6 h; cells express a hypersensitive GLP-1R form | 0.007% of 380,000 active; further: potency means the concentration at half of the fitted maximal effect; % of control where 0% means no effect
IL-2 act = qHTS of IL-2 Activators; activation, % (series mostly up to about 46 µM); 0.065% of 360,000 active; IL-2 activation reporter assay, cell-based qHTS; stimulated with anti-CD3/CD4/CD28 beads; in transgenic mouse T cells; AID 652025, 2013; in the data active means activation above about 50%; inconclusive means mostly about 30% to 49%; further: 0% is about no effect
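Quantitative HTS in unstimulated transgenic mouse T cells, with memory T cells as non-tolerant control and PMA/ionomycin as tolerance-bypass control. Compound pretreatment lasted 60 minutes before 18 h bead stimulation; EGFP/DsRed fluorescence read.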
PI5P4Ka inh = qHTS for Inhibitors of phosphatidylinositol 5-phosphate 4-kinase (PI5P4K); AID 652105, 2013; 1.2% of 330,000 active; max response, %; Phosphatidylinositol 5-phosphate 4-kinase type-2 alpha (Homo sapiens), P48426; PI5P4Kalpha enzyme, ADP-Glo luminescence, 60 min; active compounds read low; active means max response of -50% or lower; inconclusive means between -30% and -50%; inactive means -30% or higher; further: value at the top dose of about 77 µM; on the % scale 0 is the no-effect control and ±100 the full control effect
Target sequence (P48426 whole entry, looked up): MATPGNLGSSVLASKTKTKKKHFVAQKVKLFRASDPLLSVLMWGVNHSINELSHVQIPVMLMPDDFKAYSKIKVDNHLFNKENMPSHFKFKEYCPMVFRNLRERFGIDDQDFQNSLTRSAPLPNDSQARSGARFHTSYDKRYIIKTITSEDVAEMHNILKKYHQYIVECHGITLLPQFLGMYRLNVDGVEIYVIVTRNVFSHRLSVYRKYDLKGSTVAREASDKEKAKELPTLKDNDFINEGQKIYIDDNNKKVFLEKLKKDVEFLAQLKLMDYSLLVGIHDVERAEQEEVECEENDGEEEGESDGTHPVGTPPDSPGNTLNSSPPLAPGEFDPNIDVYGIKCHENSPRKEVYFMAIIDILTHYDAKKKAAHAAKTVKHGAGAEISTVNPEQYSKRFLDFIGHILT
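Human PI5P4Kalpha with substrate in 0.038 M HEPES pH 7.4, 0.28 mM EGTA, 0.1% CHAPS, 5% DMSO; reaction started with 5 microM ATP (final), 60 min at room temperature. ADP formed read by ADP-Glo luminescence.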
PLK1 PBD block = qHTS for Inhibitors of PLK1-PDB (polo-like kinase 1 - polo-box domain): Primary Screen; Potency, µM, for the others: max response, negative = inhibition, actives largely listed as inhibitors; AID 720504, 2013; Plk1 PBD binding of FITC phosphopeptide, fluorescence polarization; Serine/threonine-protein kinase PLK1 (Homo sapiens), P53350; 2.8% of 360,000 active; further: potency means the concentration at half of the fitted maximal effect; series mostly up to about 57 µM; on the % scale 0 is the no-effect control and ±100 the full control effect; nearly all actives have a fitted effect of over 65% in size
HEK293 tox = qHTS of GLP-1 Receptor Inverse Agonists: Cytotox Screen; HEK293 cAMP-luciferase reporter cells, luminescence, 24 h; Potency, µM (highest dose often 38.3 µM), without a hit: at the highest dose activity change, negative = inhibition, hits mostly inhibitors; 0.13% of 410,000 active; AID 624418, 2012;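 further: loss of luciferase light is scored as toxicity; potency means the concentration at half of the fitted maximal effect; on the % scale 0 is the no-effect control and ±100 the full control effect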
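Seeding density was 200 cells/uL; after overnight-length (12 h) culture, 23 nL compounds went on for 24 h at 37 °C. Readout used a luciferase detection reagent, luminescence taken after 12 min at room temperature.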
WRN inhibitor = qHTS for Inhibitors of WRN Helicase. Bifunctional 3'-5' exonuclease/ATP-dependent helicase WRN (Homo sapiens), Q14191. WRN helicase unwinding, fluorescent forked duplex, kinetic. Potency, µM (highest dose often 114 µM), for inactives: at the highest dose activity change, negative = inhibition, actives largely listed as inhibitors. 0.46% of 360,000 active. AID 651768, 2012; further: potency means the concentration at half of the fitted maximal effect; on the % scale 0 is the no-effect control and ±100 the full control effect; nearly all actives have a fitted effect of over 55% in size
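WRN at 20 nM final was preincubated with compound for 15 min at room temperature; reaction started with 100 nM forked duplex oligonucleotide carrying fluorophore and quencher plus 2 mM ATP (final). Unwinding followed kinetically by red fluorescence (ex 525/em 598 nm).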
DRD3 agonist = qHTS of D3 Dopamine Receptor Agonist: qHTS; 0.58% of 410,000 active; max activation, %; D(3) dopamine receptor (Homo sapiens), P35462; D3R DiscoveRx beta-arrestin cells, luminescence, 90 min; in the data active means max activation above about 30%; further: 0% is about no effect; mostly tested at two doses, the higher about 12 µM
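Cells at 1500/well, incubated overnight, then treated with pinned compounds (dopamine as control) for 90 min at 37 degrees C. DiscoveRx reagent added for 30 - 60 minutes at room temperature; luminescence read.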
Numbers without * were called inactive; ? = inconclusive; . = not tested or not shown; & = joins results of further samples; [ ] = dose if it differs, or a comment. Unless noted, the call rests on the fitted dose curve; in most records, active means well fitted curve in the direction sought with a large enough effect; inconclusive means small, poorly fitted or top-dose-only effect, or another doubt; inactive means no such curve, though single readings can be large; an effect the other way counts as inactive or inconclusive.

SMILES	GLP1R inv ag	DRD3 antagonist	GLP1R ag	IL-2 act	PI5P4Ka inh	PLK1 PBD block	HEK293 tox	WRN inhibitor	DRD3 agonist
O=C1c2cc(Cl)ccc2OC2(CCNCC2)C12CC(c1ccccc1)=NO2 (configuration not stated)	?	11.0	12.1%	-0.5	-2.1	1.9%	8.9%	5.6%	14.2
COc1ccc([N+](=O)[O-])cc1NC(=O)C1CCCO1 (configuration not stated)	14.0%	-21.5	7.8%	-1.7	0.1	-8.2%	20.6%	-0.3%	-1.6
O=C(O)c1ccc(OCCn2ccnc2)cc1	-5.3%	?	-1.3%&-3.0%	0.6	-6.7	-5.2%	0.8%	-2.8%	-10.5&1.7
CCN(CC)C(=O)CCc1nnc(Cc2cccc(C(F)(F)F)c2)o1	-5.1%	9.3	7.5%	-0.4	1.8	?	-4.0%	10.3%	5.2
COc1ccc(CC(=O)OCC(=O)NNC(=O)c2ccccc2)cc1	-12.8%	-27.6	-3.9%	0.4	6.2	-20.5%	2.0%	1.0%	-0.5
Cc1ccc(-c2nnn(CC(=O)N(CC(=O)NCC3CCCO3)c3ccc(F)c(Cl)c3)n2)o1 (configuration not stated)	-5.6%	?	3.7%	-2.2	.	-9.1%	1.7%	-6.7%	-12.9
O=C(CCN1CCN(Cc2ccccc2)CC1)NNC(=O)Nc1cccc(C(F)(F)F)c1	?	-9.3	-4.8%	0.6	26.6	-5.1%	-13.6%	4.2%	-12.3
O=S(=O)(c1ccc(OCC(O)CN2CCc3ccccc3C2)cc1)N1CCOCC1 (configuration not stated)	6.3%	-57.1*	1.9%	-0.6	.	-19.5%	1.8%	-5.1%	3.5
Cn1ncc(C#N)c1/N=C/N1CCCCC1	3.7%	-6.6	-4.3%	-1.2	-7.0	-9.7%	1.8%	11.8%	1.4
COC(=O)c1c(NC(NC(=O)c2ccccc2)(C(F)(F)F)C(F)(F)F)sc2c1CCN(C)C2	12.8%	?	-1.0%	1.7	-4.2	-3.6%	-1.5%	3.4%	1.6
Cc1nnc(SCC(=O)N2CCN(c3ccccc3F)CC2)n1C1CC1	2.1%	-24.6	-6.1%	-0.2	-4.0	-5.1%	-1.2%	-10.2%	0.2
COc1cccc(CNC(=O)[C@@H]2CCCN2C(=O)[C@@H]2CCCN2C(=O)c2ccc(Cl)cc2)c1	5.0%	3.0	-2.5%	0.0	-1.2	-15.1%	-0.3%	5.8%	-1.7
O=C(COC(=O)/C=C/c1ccc(OC(F)F)cc1)Nc1ccc(N2CCOCC2)cc1	7.9%	-6.5	-6.7%	-4.3	-2.1	1.3%	1.7%	7.2%	-3.2
O=C(O)c1cc(O)ccc1NC(=O)C1CCCO1 (configuration not stated)	10.8%	8.7	-0.7%	-1.7	6.3	-20.5%	12.8%	-5.7%	3.8
C=CC[C@H](CC(=O)N(CCO)Cc1ccccc1)C(=O)N[C@H](COC(=O)[C@@H](CC=C)CC(=O)OC(C)(C)C)Cc1c[nH]c2ccccc12	?	0.0	-1.2%	-0.6	15.2	-4.7%	?	-7.3%	12.9

Of the compounds above, 2 contain a COOH group.
SMILES	GLP1R inv ag	DRD3 antagonist	GLP1R ag	IL-2 act	PI5P4Ka inh	PLK1 PBD block	HEK293 tox	WRN inhibitor	DRD3 agonist
O=C(O)c1ccc(OCCn2ccnc2)cc1	-5.3%	?	-1.3%&-3.0%	0.6	-6.7	-5.2%	0.8%	-2.8%	-10.5&1.7
O=C(O)c1cc(O)ccc1NC(=O)C1CCCO1 (configuration not stated)	10.8%	8.7	-0.7%	-1.7	6.3	-20.5%	12.8%	-5.7%	3.8

Continued.
SMILES	GLP1R inv ag	DRD3 antagonist	GLP1R ag	IL-2 act	PI5P4Ka inh	PLK1 PBD block	HEK293 tox	WRN inhibitor	DRD3 agonist
CCN1CCN(C(=O)c2ccc3nc(-c4ccccc4)c(-c4ccccc4)nc3c2)CC1	?	3.1	-0.7%	-0.4	1.2	-20.1%	-1.4%	-9.6%	1.0
C=C1[C@@H](O)[C@@H]2O[C@]3(CC[C@H](/C=C/[C@@H](C)[C@@H]4CC(C)=CC5(O[C@H](C[C@@](C)(O)C(=O)OC)CC[C@H]5O)O4)O3)CC[C@H]2O[C@@H]1[C@@H](O)C[C@H](C)[C@H]1OC2(CCCCO2)CC[C@H]1C (some centres not stated)	?	-17.1	-1.1%	0.4	9.5	-5.2%	?	0.5%	-4.5
CSc1cc(-c2ccccc2)n(Cc2c(Cl)cccc2Cl)c(=O)c1C#N	5.5%	0.0	0.2%	0.3	5.6	-1.7%	-15.9%	-1.1%	6.0
CC1CCC2(CC1)C(Nc1cccc(Cl)c1)=NC(=S)N2CC#N (configuration not stated)	?	14.8	5.6%	0.3	2.3	-8.5%	-17.0%	-8.4%	0.0
CN1CCN(Cc2nc3cc(NC(=O)COc4ccc([N+](=O)[O-])cc4)ccc3n2C)CC1	?	1.1	-5.1%	4.8	1.9	-1.6%	-8.3%	-3.4%	5.9
CCC(=O)N1CCc2cc(S(=O)(=O)CCC(=O)NCc3ccc4c(c3)OCO4)ccc21	3.9%	-8.9	-1.3%	-0.3	-1.8	-2.8%	-15.4%	-0.1%	0.5
COc1cccc(/C=C2\Oc3ccc(O)cc3C2=O)c1O	2.3%	-23.9	1.8%	0.2	-13.7	5.2%	3.3%	2.0%	-0.3
Cn1nnnc1N=N/C(=N/Nc1ccccc1)c1ccccc1	?	-3.1	-2.8%	-0.9	-1.0	0.9%	?	-0.8%	5.2
COc1ccc2c(c1)CCc1c-2n[nH]c1C(=O)NCCC(C)C	7.94µM*	-16.4	-2.9%	-0.7	1.4	-4.8%	-2.0%	1.2%	-3.7
COc1ccc(Cn2c(=O)[nH]c3cc(OC)c(OC)cc3c2=O)cc1	17.7%	-3.2	0.8%	-0.9	-1.5	-5.4%	3.6%	-1.6%	-3.8
COc1ccc(CNC(=O)CSC(=S)N2CCCC2)cc1	18.4%	?	2.7%	-0.5	1.9	-15.4%	3.6%	-20.1%	-1.8
O=C(COC(=O)c1cc(S(=O)(=O)N2CCCC2)ccc1O)Nc1ccccc1Br	0.2%	?	18.6%	-3.7	-5.7	-12.2%	7.1%	?	-11.6
CN(Cc1ccccc1)C(=O)c1cccc(NC(=O)Cc2ccc(NC(=O)C3CCN(S(=O)(=O)c4cccc([N+](=O)[O-])c4)CC3)cc2)c1	-8.3%	-26.3	-0.6%	0.2	-9.0	-14.7%	4.7%	1.7%	-11.1
COc1ccccc1C(=O)N(Cc1ccccc1)c1ccc(C)cc1	?	15.7	-3.3%	-2.2	-3.8	3.0%	-6.1%	-0.9%	-8.0
CC1(C)OC(=O)C(C(c2ccccc2)C(C#N)C(N)=O)=C(O)O1 (configuration not stated)	28.9%	-27.1	-5.4%	-2.3	.	-7.4%	0.2%	3.5%	-2.8
C=C(C)Cn1c(COc2ccccc2)nnc1SCC(=O)O	5.5%	-5.6	-5.7%	1.3	-12.6	-14.0%	12.6%	0.4%	1.1
Cc1ccc2nc(Cl)c(/C=N/n3c(C)nnc3C)cc2c1	8.8%[7.66 µM]	-6.9	-1.4%	0.3	2.3	-3.0%	-7.2%[7.66 µM]	-5.8%	4.5
CCOC(=O)CSC1=C(C#N)C(c2ccccc2OCC)C(C(=O)OCC)C(=O)N1 (configuration not stated)	-4.5%	-11.8	4.0%	-1.1	1.3	-18.8%	-10.9%	-4.0%	1.9
O=C(O)CN(c1ccc2c(c1)OCCO2)S(=O)(=O)c1ccccc1	0.3%	1.5	-12.3%	-1.6	-4.9	-14.6%	7.0%	7.5%	0.1
Cc1cccc(C(=O)Nc2ccc(NC(=O)CN3CCOCC3)cc2)c1	0.4%	0.6	8.2%	-0.2	0.8	-0.3%	-0.9%	6.1%	-2.4
O=c1c(-c2ccccc2)coc2cc(O)ccc12	15.7%	9.6	-1.7%	0.6	-1.5	2.3%	2.9%	3.5%	-2.1
COc1ccc(/C=N/NC(=O)C(C)n2cnc3ccccc3c2=O)cc1 (configuration not stated)	29.0%	-4.7	3.2%	-4.0	-7.8	-7.9%	0.2%	9.6%	-16.3
COc1ccc(CC(=O)Nc2ccc(F)c(S(=O)(=O)N3CCOCC3)c2)cc1	5.8%	2.4	10.1%	-1.1	1.1	-11.2%	0.7%	9.0%	0.4
O=c1nccc(N/N=C/c2ccccc2O)[nH]1	?	-5.4	6.8%	0.6	-24.5	?	58.7%[activator]	-6.5%	3.5
CCOC(=O)C(C)Oc1ccsc1C(=O)OC (configuration not stated)	0.0%	-6.6	-17.9%	0.0	.	-1.4%	2.1%	9.1%	3.4
Cn1nccc1NC(=O)CC1(CC(=O)O)CCCCC1	0.8%	-4.5	-2.8%	-0.3	1.2	2.9%	-3.7%	11.0%	-5.1
Cn1c(=O)c2c(nc(NCCc3ccccc3)n2Cc2cccc(Br)c2)n(C)c1=O	-18.9%	.	-2.1%	.	.	.	-7.3%	.	1.5
O=C(CSc1ccc(-c2ccccn2)nn1)NC1CCCCC1	0.1%	-3.1	7.5%	-5.4	1.2	-4.7%	-4.0%	-17.5%	-0.5
COc1ccc(N(C(=O)CNC(=O)c2cccs2)C(C(=O)NCC2CCCO2)c2ccccc2)cc1OC (configuration not stated)	8.5%	7.4	1.2%	0.5	0.5	-6.3%	22.5%	4.8%[57.1 µM]	3.4
CN1CCN(S(=O)(=O)c2cccc3nsnc23)CC1	?	-2.0	0.2%	0.7	-0.9	-0.5%	5.4%	2.9%	-1.6
CCOCCCNC(=O)c1ccc2c(c1)ncn2-c1ccc(C)cc1C	?	4.9	13.1%	-0.1	-12.4	18.9µM*	-11.2%	0.5%	-5.4

Screening data from PubChem.
